Compound activity (PubChem)
PMI inhibitors – inhibitors of human PMI, primary screen, biochemical, fluorescence intensity, coupled assay (AID 1209) | purified PMI enzyme, coupled fluorescence intensity; higher % means a stronger effect | one-dose inhibition, % at 20 µM; IC50 in µM for titrated hits | 190,000 tested, 0.42% active;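 note: plate controls were DMSO vehicle for no effect and wells lacking substrate for full effect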
M17LAP inhibition – P. falciparum M17LAP inhibitors, primary screen, biochemical, fluorogenic H-Leu-NHMec substrate, 1536-well (AID 1619). recombinant M17LAP, H-Leu-NHMec fluorogenic kinetic assay; higher % means a stronger effect. inhibition, % at 30 µM, or IC50 in µM where a hit was titrated. 220,000 tested, 0.38% active;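 active = compound inhibiting the enzyme by more than half at any dose during confirmatory dose-response retesting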;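 note: plate controls were full reaction with DMSO carrier for no effect and no enzyme background for full effect; strong numbers were not always called active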
UTI89 phage lysis – inhibition of K1F phage lysis, E. coli UTI89, bacterial capsule biogenesis inhibitors, alamar blue (AID 488966); E. coli UTI89 K1F phage lysis, alamar blue, 2 h; higher % means a stronger effect; one-dose inhibition, % at 100 µM; IC50 in µM for titrated hits; 340,000 tested, 0.02% active;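 active = phage lysis inhibition, versus mean bacterial control, above a set limit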;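 note: capsule biogenesis inhibitors block K1F phage lysis so surviving cells raise fluorescence; higher fluorescence means more inhibition of phage lysis; actives were called in the ten point dose series up to 300 µM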
Lipid droplet – hepatic lipid droplet formation modulation; AML12 mouse hepatocytes, oleate lipid droplets, BODIPY imaging; inhibition, % at 6.5 µM; 240,000 tested, 0.4% active; AID 1656;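 active = lipid droplet intensity inhibited by at least 50%, with more than 500 cells counted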
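Test system: AML12 mouse liver cells; schedule: overnight exposure; technique: high-content imaging of BODIPY-stained droplets and DAPI nuclei; read-out: % inhibition of corrected integrated BODIPY droplet signal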
TNAP activation fold – stimulation of alkaline phosphatase TNAP activity – biochemical, luminescent, no phosphate acceptor, uHTS, primary screen (AID 1001); activation fold at 20 µM; hits with a dose series show EC50 in µM; 200,000 tested, 0.03% active; purified TNAP, luminescent activation assay, no phosphate acceptor; higher activation fold means a stronger effect; in the data active = activation fold from about 3, or a potency from the dose series; inactive = the rest, 99 in 100 with activation fold below about 1.6; note: many of its hits are not listed in these tables
XIAP displacement – XIAP antagonists, biochemical, IAP family, fluorescence polarization (AID 1018). XIAP BIR domain, fluorescence polarization peptide displacement; higher % means a stronger effect. displacement, % at 20 µM, or IC50 in µM where a hit was titrated. 200,000 tested, 0.007% active; in the data active = displacement above about 50%; note: a part of the inactive calls stands beside numbers as strong as those of hits
SIAH1 antagonists – blockers of Siah-1 interaction with plectin peptide – biochemical, fluorescence polarization, rhodamine-plectin, uHTS, primary screen (AID 1817) | Siah-1 / rhodamine-plectin peptide fluorescence polarization; higher % means a stronger effect | displacement, % at 20 µM; hits with a dose series show IC50 in µM | 290,000 tested, 0.02% active;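 active = displacement of at least 50% at 20 µM, with a fluorescence ratio check between 0.3 and a set limit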;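 note: plate controls were Siah plus tracer with DMSO for no effect and tracer alone without Siah for full effect; strong numbers were not always called active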
PMI inhibition – MPI inhibition at elevated mannose 6-phosphate – biochemical, fluorescence intensity, high mannose 6-phosphate, primary screen (AID 1220); recombinant PMI enzyme, coupled fluorescence intensity; higher % means a stronger effect; inhibition, % at 20 µM; hits with a dose series show IC50 in µM; 190,000 tested, 0.66% active
P. falciparum M1AAP – malaria alanyl aminopeptidase activity blockers – biochemical, fluorogenic H-Leu-NHMec substrate, 1536-well (AID 1445). recombinant M1AAP, H-Leu-NHMec fluorogenic kinetic assay; higher % means a stronger effect. inhibition, % at 30 µM, or IC50 in µM where a hit was titrated. 220,000 tested, 0.42% active;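 active = primary inhibition above the hit cutoff, then over 50% inhibition at one or more dose response concentrations, cut at about 23% in these data, passing the limit was not always enough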;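 note: plate controls were DMSO full reaction for no effect and no enzyme background for full effect; strong numbers were not always called active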
Lipid droplet cells 6.5 µM – recorded beside Lipid droplet, whose call it bears; cell count; measured here: cell count, cytotoxicity flag;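 cells counted across two imaged fields per well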
Active calls of the source: *; i = inactive; . = no result given. Cut-off read from the data, not from the text of the source, unless noted: active = inhibition above about 50%; inactive = the rest. The list is partial; count on the stated rates, not on these rows.

SMILES	PMI inhibitors	M17LAP inhibition	UTI89 phage lysis	Lipid droplet	Lipid droplet cells 6.5 µM	TNAP activation fold	XIAP displacement	SIAH1 antagonists	PMI inhibition	P. falciparum M1AAP
CN(C)c1ccc2nc3ccc(=[N+](C)C)cc-3sc2c1	9%	2%	-0.9%	16	649	1.1	25%	34%	30%	3%
CCN(CCCCOC(=O)c1ccc(OC)c(OC)c1)C(C)Cc1ccc(OC)cc1 (stereo not drawn)	-8%	16%	3.3%	-16	701	1	-6.9%	2%	-10%	0%
Nc1c2ccccc2nc2ccccc12	.	-82%	i	-85	559	.	.	2%	.	7%
CCN(CC)CC1CCCCN1CC(=O)N1c2ccccc2C(=O)Nc2cccnc21 (stereo not drawn)	-1%	0%	.	-7	691	1.1	-4.2%	2%	-6%	4%
CCCOc1ccc2nc(NC(=O)OC)[nH]c2c1	-3%	-8%	.	-48	472	1.1	-8.3%	-6%	-11%	11%
Cc1scc2c1N(C(=O)CN1CCN(C)CC1)c1ccccc1NC2=O	-17%	-5%	3.0%	-2	574	1.1	-4.0%	6%	-5%	-1%
COc1ccc(C(=O)c2ccccc2)c(O)c1	10%	12%	-0.3%	-5	711	1.1	-4.4%	-6%	3%	0%
O=C(O)Cc1cn(-c2ccccc2)nc1-c1ccc(Cl)cc1	-9%	8%	-0.3%	-8	695	1.1	-5.7%	0%	-3%	-3%
CC(C)(C)NCC(O)COc1cccc2c1C[C@H](O)[C@H](O)C2 (stereo partly drawn)	2%	-32%	4.2%	-5	722	1.1	-2.0%	5%	4%	-1%
Cc1c(C)n(Cc2ccccc2)c2ccc(C(=O)OCCN(C)C)cc12	2%	6%	3.2%	-20	643	1.1	-5.7%	-4%	-6%	2%

One compound at a time, from the list above. Order of values: PMI inhibitors | M17LAP inhibition | UTI89 phage lysis | Lipid droplet | Lipid droplet cells 6.5 µM | TNAP activation fold | XIAP displacement | SIAH1 antagonists | PMI inhibition | P. falciparum M1AAP
Cc1scc2c1N(C(=O)CN1CCN(C)CC1)c1ccccc1NC2=O across the screens: -17% | -5% | 3.0% | -2 | 574 | 1.1 | -4.0% | 6% | -5% | -1%
CCN(CC)CC1CCCCN1CC(=O)N1c2ccccc2C(=O)Nc2cccnc21 (stereo not drawn) across the screens: -1% | 0% | . | -7 | 691 | 1.1 | -4.2% | 2% | -6% | 4%
CC(C)(C)NCC(O)COc1cccc2c1C[C@H](O)[C@H](O)C2 (stereo partly drawn) across the screens: 2% | -32% | 4.2% | -5 | 722 | 1.1 | -2.0% | 5% | 4% | -1%
Nc1c2ccccc2nc2ccccc12 across the screens: . | -82% | i | -85 | 559 | . | . | 2% | . | 7%
CCN(CCCCOC(=O)c1ccc(OC)c(OC)c1)C(C)Cc1ccc(OC)cc1 (stereo not drawn) across the screens: -8% | 16% | 3.3% | -16 | 701 | 1 | -6.9% | 2% | -10% | 0%

Entries above that have four or more nitrogen atoms:
SMILES	PMI inhibitors	M17LAP inhibition	UTI89 phage lysis	Lipid droplet	Lipid droplet cells 6.5 µM	TNAP activation fold	XIAP displacement	SIAH1 antagonists	PMI inhibition	P. falciparum M1AAP
CCN(CC)CC1CCCCN1CC(=O)N1c2ccccc2C(=O)Nc2cccnc21 (stereo not drawn)	-1%	0%	.	-7	691	1.1	-4.2%	2%	-6%	4%
Cc1scc2c1N(C(=O)CN1CCN(C)CC1)c1ccccc1NC2=O	-17%	-5%	3.0%	-2	574	1.1	-4.0%	6%	-5%	-1%
